Bioassay records as filed in PubChem.
NRP1-CendR mod: modulators of CendR peptide binding to NRP-1, primary screen, biochemical, fluorescence polarization, uHTS. FAM-RPARPAR peptide binding to NRP-1. inhibition, % at 25 µM. 360,000 compounds, 0.85% hits;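 active = inhibition or corrected inhibition above about 18%, plus a signal ratio from 0.5 to 1.5, limit read from the data, passing the limit was not always enough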; also: strong numbers were not always called active
SKN-1 block: suppressors of acrylamide-induced Pgst-4::GFP reporter in worms, primary screen, SKN-1 inhibitor project, whole organism, uHTS, GFP/RFP fluorescence ratio, strain VP596. C. elegans VP596 Pgst-4::GFP/RFP ratio, 24 h. inhibition, % at 21.8 µM. 360,000 compounds, 0.49% hits. AID 624304, 2012;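 active = interference check ratio from 0.5 to 1.5 plus GFP to RFP signal ratio inhibition reaching or exceeding a fixed threshold, cut at about 30% in these data, passing the limit was not always enough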; also: some compounds called inactive have numbers as strong as hits
NadD inh: inhibitors of S. aureus NadD, primary screen, biochemical, colorimetric, uHTS; 360,000 compounds, 0.78% hits; AID 602399, 2012; inhibition, % at 20 µM; purified NadD enzyme, colorimetric absorbance read-out; Nicotinate-nucleotide adenylyltransferase NadD (Staphylococcus aureus N315); in the data active = inhibition above about 26%; also: some compounds past the cut are filed as inactive
DNMT1 inh: human DNMT1 methyltransferase inhibitors, primary screen, biochemical, molecular beacon, fluorescence, HinP1I cleavage, uHTS. inhibition (reported as % activation of signal), % at 10 µM. 360,000 compounds, 0.83% hits. AID 588458, 2011; in the data active = inhibition above about 50%
Target sequence (P26358 504-1616 limits assumed): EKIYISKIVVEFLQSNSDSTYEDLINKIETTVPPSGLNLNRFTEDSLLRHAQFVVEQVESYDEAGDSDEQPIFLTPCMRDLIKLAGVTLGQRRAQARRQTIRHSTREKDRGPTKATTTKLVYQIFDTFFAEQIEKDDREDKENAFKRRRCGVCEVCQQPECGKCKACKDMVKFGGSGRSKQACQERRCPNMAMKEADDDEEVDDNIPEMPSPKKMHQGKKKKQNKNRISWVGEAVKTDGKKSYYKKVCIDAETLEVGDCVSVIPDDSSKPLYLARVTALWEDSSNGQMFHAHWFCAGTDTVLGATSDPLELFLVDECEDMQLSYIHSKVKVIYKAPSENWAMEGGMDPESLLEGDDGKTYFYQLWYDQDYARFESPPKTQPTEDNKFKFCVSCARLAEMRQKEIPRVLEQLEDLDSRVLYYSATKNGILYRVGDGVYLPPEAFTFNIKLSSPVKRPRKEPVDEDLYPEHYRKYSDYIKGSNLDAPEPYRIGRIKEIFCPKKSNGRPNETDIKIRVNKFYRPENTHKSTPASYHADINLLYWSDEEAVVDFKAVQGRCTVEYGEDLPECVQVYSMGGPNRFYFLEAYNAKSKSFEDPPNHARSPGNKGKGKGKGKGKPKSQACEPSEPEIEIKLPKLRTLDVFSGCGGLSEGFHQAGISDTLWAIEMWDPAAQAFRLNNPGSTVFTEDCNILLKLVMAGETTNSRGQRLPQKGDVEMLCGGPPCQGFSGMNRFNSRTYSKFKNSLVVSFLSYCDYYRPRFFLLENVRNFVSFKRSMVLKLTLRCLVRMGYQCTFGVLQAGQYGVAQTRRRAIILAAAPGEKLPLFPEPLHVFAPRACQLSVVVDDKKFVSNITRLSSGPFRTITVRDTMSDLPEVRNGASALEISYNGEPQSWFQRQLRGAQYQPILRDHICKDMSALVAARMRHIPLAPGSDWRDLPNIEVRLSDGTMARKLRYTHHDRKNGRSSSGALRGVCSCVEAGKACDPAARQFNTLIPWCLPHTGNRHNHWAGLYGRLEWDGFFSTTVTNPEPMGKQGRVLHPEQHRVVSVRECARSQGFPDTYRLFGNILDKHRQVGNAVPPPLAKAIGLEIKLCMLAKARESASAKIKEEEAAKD
Rpn11 block: Rpn11 (PSMD14) deubiquitinase inhibitors, primary screen, biochemical, fluorescence polarization, uHTS; AID 588493, 2011; human 26S proteasome, Ub4-pepOG fluorescence polarization; 20S core pre-blocked with epoxomicin; 360,000 compounds, 0.59% hits; calls only at 20 µM;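 active = inhibition at 20 µM, scaled to each plate's controls, above about 33%, limit read from the data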
SUMO1 PPI mod: modulators of SUMO1 protein-protein interactions, primary screen, biochemical, uHTS; Small ubiquitin-related modifier 1 (Homo sapiens), P63165; SUMO1 binding to a labelled peptide, TR-FRET, 1 h; inhibition, % at 20 µM; 360,000 compounds, 0.33% hits; AID 602429, 2012; in the data active = inhibition above about 37%
LMPTP inh: LMPTP phosphatase inhibitors, primary screen, biochemical, fluorescence intensity, uHTS; 360,000 compounds, 0.22% hits; recombinant LMPTP-A, OMFP fluorogenic substrate; inhibition, % at 20 µM; Low molecular weight phosphotyrosine protein phosphatase (Homo sapiens), P24666;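 active = compounds that cut the enzyme signal by at least half of the control window in the single-dose screen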;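 also: plate controls were DMSO wells with enzyme plus substrate for no effect and substrate without enzyme for full effect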
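Test system: LMPTP-A phosphatase enzyme; input: 0.625 nM LMPTP-A final; reagent: OMFP substrate, 400 µM final; compound dosing: 20 µM single dose, 3% DMSO; incubation: 50 min dark incubation at room temperature; measured by: endpoint fluorescence intensity from OMFP dephosphorylation; measure: % inhibition relative to no-enzyme and uninhibited control wells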
Scp-1 inhibitor: Scp-1 phosphatase inhibitors, primary screen, biochemical, colorimetric, uHTS; Carboxy-terminal domain RNA polymerase II polypeptide A small phosphatase 1 (Homo …; Recombinant Scp1, phosphopeptide, malachite green phosphate absorbance; inhibition, % at 20 µM; 340,000 compounds, 0.88% hits;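 active = inhibition above about 50% at 20 µM, limit read from the data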;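 also: plate controls were DMSO wells with enzyme for no effect and wells lacking enzyme for full effect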
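System: SCP-1 catalytic domain; Reagent: Phospho 17-mer peptide substrate; Doses: one concentration, 20 µM, with 1.0% DMSO; Incubation: 45 min room-temperature reaction, 5 min colour, 30 min stabiliser; Signal: Phosphate-binding colour reagent, absorbance read at 630 nm.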
STEP inh: STEP phosphatase inhibitors, primary screen, biochemical, fluorescence intensity, uHTS; Tyrosine-protein phosphatase non-receptor type 5 (Homo sapiens), P54829; recombinant STEP, OMFP fluorogenic substrate; inhibition, % at 20 µM; 360,000 compounds, 0.25% hits;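 active = inhibition at 20 µM, scaled per plate between control wells, above about 37%, limit read from the data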;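 also: 0% = DMSO with enzyme and substrate and 100% = substrate only without enzyme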
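System: STEP phosphatase, cell-free reaction; Buffer or medium: Bis-Tris pH 6.0 buffer with DTT, detergent; Incubation: 20 min at room temperature, dark; Measured by: fluorescence, 480/540 nm.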
MT1-MMP act inh: blockers of MT1-MMP proenzyme processing, primary screen, HT1080 RFP-PRO-GFP cells, GFP/RFP fluorescence; GFP/RFP ratio change, % at 20 µM; AID 651647, 2012; 360,000 compounds, 0.061% hits; Matrix metalloproteinase-14 (Homo sapiens), P50281; GFP/RFP ratio fluorescence, overnight; percent of plate control window, DMSO zero;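 active = GFP/RFP ratio change of at least 30% with cell ATP level not reduced by more than half and red fluorescence within 50% of control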; also: strong numbers were not always called active
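Assay system: RFP-PRO-GFP reporter HT1080 cells; read-out basis: GFP/RFP fluorescence ratio; benchmarks: DMSO wells and RFP-L50D-GFP cells; doses: 20 µM single dose, 1% DMSO; schedule: overnight cell settling, then overnight compound exposure, 37 °C, 5% CO2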
Active calls of the source: *; i = inactive; . = no result given.

SMILES	NRP1-CendR mod	SKN-1 block	NadD inh	DNMT1 inh	Rpn11 block	SUMO1 PPI mod	LMPTP inh	Scp-1 inhibitor	STEP inh	MT1-MMP act inh
Cc1nc2ccccc2c(=O)n1/N=C/c1ccc(OC(F)F)cc1	7.5	6.9	-9.7	2.3	i	-2.2	-0.4	-5.9	-1.5	2.8
COc1ccc(NC2=CC(=O)CC(c3ccc(C)cc3)C2)c(OC)c1 (stereo not given)	-3.0	6.4	2.2	2.1	i	2.2	0.8	-1.8	-1.9	-11.8
COc1ccc(OC)c(NC(=O)c2ccc(NC3=NC4CS(=O)(=O)CC4S3)cc2)c1 (stereo not given)	-8.3	3.0	4.2	-10.8	i	-1.1	0.1	-14.6	0.5	-0.1
COC(=O)c1ccc(C2C(C(C)=O)=C(C)Nc3ncnn32)cc1 (stereo not given)	2.9	-3.9	-0.3	-3.8	i	11.0	-0.6	6.1	-0.5	4.7
COc1ccc(C=O)cc1Cn1c(C)cc(C)c(C#N)c1=O	2.7	-5.5	2.9	-1.0	i	-1.3	3.9	-4.0	9.3	3.3
O=C(NCc1ccc2c(c1)OCO2)c1ccc(CS(=O)Cc2ccc(Cl)cc2)o1 (stereo not given)	5.1	8.6	5.1	-0.3	i	-3.4	-0.2	-2.2	2.2	1.7
c1ccc(CN(Cc2ccccc2)c2nn[nH]n2)cc1	1.0	5.0	1.4	1.1	i	-1.4	-0.3	-1.1	-1.0	3.6
CC(=O)Nc1ccc(NC(=O)C2CCCN2S(=O)(=O)c2cccc(C(F)(F)F)c2)cc1 (stereo not given)	-3.3	-2.5	-1.0	-0.8	i	2.7	0.7	-2.0	-2.9	-0.2
CCCn1c(=N)n(CC(=O)c2ccco2)c2ccccc21	2.1	2.6	-9.3	-2.9	i	-0.9	-0.2	2.3	-1.3	0.1
COc1ccc(OC)c(NC(=O)c2ccc(NS(=O)(=O)c3c(C)noc3C)cc2)c1	-9.5	11.5	-1.3	-13.1	i	3.7	1.1	-7.4	-1.1	3.2
COc1cccc(-c2coc3c(C)c4oc(=O)c(CC(=O)O)c(C)c4cc23)c1	-7.2	-6.6	3.8	-0.7	i	13.9	2.5	-12.3	1.6	4.4
COCCN(C(=O)CSc1nc(N)cc(=O)[nH]1)c1c(N)n(Cc2ccccc2)c(=O)[nH]c1=O	2.8	-13.8	0.1	0.2	i	-4.0	-1.6	-6.9	1.7	-1.0
CCCc1cc(=O)oc2c3c(cc(OCC(=O)NCCN4CCOCC4)c12)OC(C)(C)CC3	3.0	8.5	0.7	-1.7	i	4.7	0.0	-1.3	0.2	4.1
C=C1CCN(C(C)C(=O)O)S(=O)(=O)c2ccccc21 (stereo not given)	4.4	9.4	-2.3	3.3	i	3.8	-2.0	1.6	2.0	1.0
O=C(CC12CC3CC(CC(C3)C1)C2)Nc1c(F)cccc1F	6.7	8.7	-5.9	2.8	i	3.7	-1.2	-11.0	1.3	-3.1
O=C(c1ccncc1)N1CCN(C(=O)c2cccs2)CC1	-8.4	20.4	0.4	4.2	i	-1.1	-0.5	-2.2	-4.8	6.1
COc1ccc2nc(NCc3ccc(OC)c(OC)c3OC)sc2c1	10.5	6.7	-9.4	-9.7	i	-0.2	0.4	-9.6	-4.4	6.6
Cc1ccc(/C(N)=N/OC(=O)C23CC4CC(CC(C4)C2)C3)cc1	0.1	18.4	9.8	1.5	i	0.2	2.2	-8.1	-0.8	3.9
O=C(O)CCSc1nnc(COc2cccc3cccnc23)n1-c1ccccc1	25.6*	0.0	-1.9	1.6	i	-6.1	0.8	-8.7	-3.0	-2.0
CSc1ccc(CNC(C)(C)CO)cc1	-10.5	-0.2	-3.0	-4.4	i	1.2	-2.0	-2.1	0.8	1.0
Cc1cc(NC(=O)CSCC(=O)Nc2ccc(Cl)c(C(F)(F)F)c2)no1	4.3	-7.5	-6.5	-5.8	i	-1.0	1.4	-5.8	-1.9	1.7
COC(=O)[C@@H]1CCCN1C(=O)CCc1nnc(C2CCCCC2)o1	3.8	6.3	-7.4	-3.0	i	0.6	-1.0	-6.4	-2.4	-0.7
CCCC(C(=O)NC(C)(C)C)N(CC1CCCO1)C(=O)c1snc(C(N)=O)c1N (stereo not given)	10.7	8.8	1.7	0.8	i	0.4	-1.1	-2.7	-1.5	2.7
CCOC(=O)C(Sc1cc(C)nc(N)n1)C(C)=O (stereo not given)	-14.0	12.1	3.0	-0.8	i	-8.7	-1.6	0.2	-0.3	-2.5

3 entries picked at random from the list so far, as already listed:
SMILES	NRP1-CendR mod	SKN-1 block	NadD inh	DNMT1 inh	Rpn11 block	SUMO1 PPI mod	LMPTP inh	Scp-1 inhibitor	STEP inh	MT1-MMP act inh
CCOC(=O)C(Sc1cc(C)nc(N)n1)C(C)=O (stereo not given)	-14.0	12.1	3.0	-0.8	i	-8.7	-1.6	0.2	-0.3	-2.5
O=C(CC12CC3CC(CC(C3)C1)C2)Nc1c(F)cccc1F	6.7	8.7	-5.9	2.8	i	3.7	-1.2	-11.0	1.3	-3.1
COC(=O)[C@@H]1CCCN1C(=O)CCc1nnc(C2CCCCC2)o1	3.8	6.3	-7.4	-3.0	i	0.6	-1.0	-6.4	-2.4	-0.7

(more compounds)
SMILES	NRP1-CendR mod	SKN-1 block	NadD inh	DNMT1 inh	Rpn11 block	SUMO1 PPI mod	LMPTP inh	Scp-1 inhibitor	STEP inh	MT1-MMP act inh
CCN1C2=C(C(=O)CCC2)C(c2ccc(O)cc2)C2=C1CCCC2=O	17.0	-7.8	0.5	-1.5	i	4.2	0.1	31.0	1.5	0.8
O=C1C2C3CCC(C3)C2C(=O)N1c1ccc2ccccc2c1 (stereo not given)	17.3	4.1	-8.1	0.8	i	6.6	-1.3	-7.3	-3.1	-9.7
CNC(=O)[C@@H]1C[C@H]1[C@@H](NC(=O)OCc1ccccc1)c1ccccc1	7.6	0.6	-2.3	1.4	i	-0.6	-0.3	0.6	-0.7	8.7
O=C1c2ccccc2C(=O)N1CCSC(=S)N1CCOCC1	2.7	9.1	-2.0	2.6	i	-22.8	0.6	-8.0	-10.6	4.8
COc1ccc(NC(=O)c2ccc3nccnc3c2)cc1	11.7	4.6	3.0	-0.2	i	-22.4	-2.9	-1.6	0.8	-1.1
COc1ccc(Cl)c(N2CCN(CCCNC(=O)Nc3ccc(C)cc3)CC2)c1	9.3	28.5	-4.7	-7.3	i	3.2	0.7	-5.9	-0.8	-4.7
COc1cc2cc(C(c3nnnn3C3CCCC3)N(C)C3CCCCC3)c(=O)[nH]c2cc1OC (stereo not given)	-17.9	8.9	2.7	-3.6	i	-5.7	-0.4	2.2	4.0	-9.8
O=C(OCC(=O)N1CCN(c2ccccc2)CC1)c1cc(F)c(F)cc1Cl	2.2	-0.1	-1.0	2.6	i	-0.6	0.1	.	1.1	-4.5
c1ccc(C(c2ccccc2)N2CCN(Cc3nnnn3C3CCCCC3)CC2)cc1	-4.2	-5.3	-2.6	-2.5	i	1.8	-1.1	5.0	0.4	-9.9
N#Cc1cccc(NC(=O)CSc2ccccc2)c1	-3.6	-4.2	-3.1	5.5	i	0.2	-2.4	1.5	-2.5	3.0
CCC1(C)Cc2c(sc3nnn(CC(=O)Nc4ccc(Cl)cc4)c(=O)c23)CO1 (stereo not given)	-7.2	3.1	9.6	-4.0	i	-19.5	1.4	-11.4	-0.6	-0.3
CC1=C(C(=O)OCC2CCCCC2)C(c2ccc(F)cc2)NC(=O)N1 (stereo not given)	14.7	6.7	-8.3	-2.0	i	-1.1	2.0	-5.7	0.2	-1.4
C=CCC(C(=O)OC)(C(=O)OC)c1ccc([N+](=O)[O-])cc1[N+](=O)[O-]	-0.8	8.1	-5.3	-2.1	i	-28.0	-2.6	-9.3	1.8	6.3
O=C(CSc1nnnn1-c1ccccc1)Nc1ncc(Cc2ccccc2Cl)s1	-2.4	3.0	1.2	33.7	i	0.8	1.6	-8.4	1.3	0.1
CCCCCNc1c(C(=O)OCC)c(=O)[nH]c2ccccc12	3.5	3.0	-7.7	-0.9	i	1.3	1.8	-4.2	-0.1	1.1
CN(Cc1ccccc1F)C(=O)CN1CCN(S(=O)(=O)c2ccc3c(c2)OCCCO3)CC1	11.2	-16.9	-1.0	0.3	i	3.7	-0.1	-7.6	-2.6	3.4
CCN(CC)CCCNC(=O)C1CCN(C(=O)c2cc3sccc3n2Cc2ccc(F)cc2)CC1	2.3	3.9	-7.5	-1.8	i	4.0	-1.5	-5.5	-2.5	2.1
Cc1ccc(S(=O)(=O)N2C[C@]3(O)C[C@@H]4C(=O)N(c5ccccc5)C(=O)[C@@H]4C[C@]3(OC(=O)NC3CC3)C2)cc1	-5.6	-0.6	-5.1	0.7	i	-4.2	-1.1	.	1.0	-0.9
CCc1ccc(-c2nc(SCC(=O)NC3CC3)n[nH]2)cc1	-10.3	13.7	-3.7	1.0	i	0.8	-1.2	-11.1	1.2	1.2
CC(=O)c1cccc(-c2ccnc3c2CC(C(=O)NCC2CC2)O3)c1 (stereo not given)	2.2	10.1	0.2	2.2	i	1.0	-0.5	.	0.0	-1.1
O=C1Nc2cc(C(=O)NCCN3CCCCCC3)ccc2S/C1=C/c1ccccc1F	-3.0	10.6	45.7*	3.8	i	-61.3	2.9	.	7.3	-1.8
Cc1nc2ccc(NC(=O)CCS(=O)(=O)c3ccc(Cl)cc3)cc2s1	-11.4	1.8	-1.5	12.8	i	-1.0	0.2	13.0	-0.8	0.5
S=C(NCCc1ccccc1)N/N=C/c1ccccc1Cl	-2.3	0.7	2.3	5.2	i	-6.4	1.1	-2.7	2.6	2.7
CC(C)(C)S(=O)(=O)c1cnc2c(-c3ccsc3)cnn2c1N	1.2	-2.2	-4.5	3.0	i	-1.8	-2.1	-7.4	3.1	4.0
CCCCc1oc2c(c(=O)c1C)C(=O)CC(c1ccccc1)C2 (stereo not given)	13.2	2.0	10.6	0.4	i	-3.9	-1.0	7.3	2.1	6.9
